Casp6 inh – caspase-6 (human) enzyme inhibition. P55212. purified caspase-6, Z-VEID-R110 cleavage fluorescence. inhibition, % at 12.5 µM. hit rate 0.53% among 350,000. AID 686996;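 active means mean inhibition across replicates at least about 35%, with every replicate also reaching that limit, limit read from the data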;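 further: 0% = median of neutral control wells and 100% = no fluorescence left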
Target sequence (P55212 24-179 limits assumed): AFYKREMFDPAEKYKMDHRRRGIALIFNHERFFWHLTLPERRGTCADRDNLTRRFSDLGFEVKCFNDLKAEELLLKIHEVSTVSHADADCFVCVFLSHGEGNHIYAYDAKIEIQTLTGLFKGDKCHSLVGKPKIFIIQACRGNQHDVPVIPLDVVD
Target sequence (P55212 194-293 limits assumed): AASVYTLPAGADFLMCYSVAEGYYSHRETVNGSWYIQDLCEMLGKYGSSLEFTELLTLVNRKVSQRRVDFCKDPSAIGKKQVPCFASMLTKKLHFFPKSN
FN deposit inh – fibronectin deposition inhibition; AH1F fibroblasts, Alexa488-fibronectin deposition fluorescence, overnight; inhibition, % at 12.6 µM; hit rate 0.086% among 350,000;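 active means mean inhibition across replicates of 30% or more, regardless of how many single replicates reach that level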;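 further: positive control wells lacked labelled fibronectin entirely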
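material = AH1F fibroblast monolayer depositing Alexa488-labelled fibronectin into matrix | amount = 10000 AH1F cells/well | buffer or medium = DMEM plus 2% serum, read in PBS | incubation = 1 h cell adhesion before compound, then overnight fibronectin incubation | detection = fluorescence at 485 nm excitation, 525 nm emission | evaluation = percent inhibition as loss of matrix-bound fibronectin fluorescence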
SIRT5 block – sirtuin-5 (human) deacylase inhibition; inhibition, % at 15 µM; Purified SirT5, succinyl-peptide AMC, trypsin-coupled fluorescence; hit rate 1.1% among 330,000; AID 652115; Q9NXA8; in the data active means inhibition above about 15%
Target sequence (Q9NXA8 whole entry, looked up): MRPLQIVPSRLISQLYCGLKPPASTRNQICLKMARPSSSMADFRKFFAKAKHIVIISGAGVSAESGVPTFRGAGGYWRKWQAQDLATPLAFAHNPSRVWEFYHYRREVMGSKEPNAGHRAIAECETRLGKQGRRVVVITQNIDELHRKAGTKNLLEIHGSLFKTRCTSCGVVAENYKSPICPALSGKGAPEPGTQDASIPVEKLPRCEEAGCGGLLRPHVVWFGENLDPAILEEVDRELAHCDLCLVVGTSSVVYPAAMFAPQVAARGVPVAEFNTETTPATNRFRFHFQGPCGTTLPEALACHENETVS
S100A4 MyoIIA – S100A4-myosin IIA interaction inhibition. P26447. S100A4/TAMRA-MyoIIA peptide fluorescence polarization. hit rate 0.14% among 360,000. inhibition, % at 10.7 µM;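 active means mean inhibition of at least 70% across replicates, with every replicate also reaching that level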
Target sequence (P26447 whole entry, looked up): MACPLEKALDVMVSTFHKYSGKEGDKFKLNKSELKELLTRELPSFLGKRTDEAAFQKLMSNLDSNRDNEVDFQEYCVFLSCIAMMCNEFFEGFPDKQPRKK
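System – human S100A4 monomer protein, biochemical binding assay · Buffer or medium – Calcium-containing HEPES buffer, pH 7.2 · Timing – 5 min between mix addition and reading · Also added – TAMRA-labelled myosin IIA heavy-chain peptide probe, 5 nM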
LGR2 antag – Drosophila LGR2 receptor signaling inhibition | AID 720647 | HEK293 LGR2, CRE-luciferase, bursicon-stimulated, 4 h | hit rate 0.35% among 380,000 | inhibition, % at 9.99 µM;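 active means drop in luminescence signal, shown as inhibition above about 50% in the replicate tests, limit read from the data, passing the limit was not always enough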;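 further: agonist challenge used bursicon conditioned medium at about half maximal strength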
Statin myotox sup – suppressors of simvastatin-induced myotoxicity in C2C12 myotubes; rescue of ATP level, % at 7.49 µM; hit rate 0.78% among 330,000; AID 602340; ATP luminescence, 48 h; scaled: DMSO 0, geranylgeraniol control 100;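 active means mean ATP rescue above about 67%, or every replicate alone reaching that limit, limit read from the data, passing the limit was not always enough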;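 further: myotubes were challenged with 10 µM simvastatin during compound exposure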
esBAF inh – inhibitors of esBAF chromatin remodeling in mouse ES cells | Bmi1-luciferase knock-in reporter, 24 h; 100% = twice the neutral-well signal | reporter increase, % at 12.5 µM | hit rate 2% among 350,000 | AID 602393; in the data active means activation above about 40%;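 further: 0% = median of the plate's neutral control wells and 100% = double that signal; a rise in the Bmi1 reporter signal indicates esBAF inhibition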
Starred values were filed as active, the others as inactive; . = not tested or not shown; & = joins results of further samples. A portion of the library. The share of hits here may be higher or lower than overall.

SMILES	Casp6 inh	FN deposit inh	SIRT5 block	S100A4 MyoIIA	LGR2 antag	Statin myotox sup	esBAF inh
CCCc1cc(=O)oc2cc(C)cc(OCC(=O)N3C[C@H]4C[C@@H](C3)c3cccc(=O)n3C4)c12	1	.	.	-5	-11	7	-9
CCn1cc(C(=O)NCCc2ccc(OC)cc2)c(=O)c2ccc(C)nc21	-4	5	-3	-2	-9	-6	-1
O=C(CCNc1ccc(Br)cc1)c1cccc([N+](=O)[O-])c1	1	-2	-2	41	-35	.	.
CC(NC(=O)COC(=O)Cn1cnc2ccccc2c1=O)C1CC2CCC1C2 (stereo not given)	.	5	.	.	1	14	-7
O=C(NCCCn1ccnc1)c1[nH]c(C(F)(F)F)nc1-c1ccccc1	-7	-5	-4	7	-13	1	5
O=C(CNC(c1ccccc1)c1ccccc1)NCc1ccccc1Cl	2	-4	-2	0	-6	3	1
Cc1ccc(C(=O)N2CCC3(CC2)Oc2ccc(F)cc2C(=O)C32CC(c3cccnc3)=NO2)s1 (stereo not given)	0	4	.	1	18	-6	-6
CCCNC(=O)N1C[C@@H]2[C@H](c3ccccc31)[C@H](CO)N2C(=O)Nc1ccccc1	1	.	0	8	13	11	-3
CN(CCn1ccnc1)C(=O)CC1C(=O)NCCN1Cc1ccccc1C(F)(F)F (stereo not given)	-7	-13	0	3	11	-18	-5
COC(=O)c1cccc(NC(=O)CSCc2ccccc2)c1	0	17	1	3	-20	-6	3
CC(/C=N/NC(=O)Cn1cnc2c1c(=O)n(C)c(=O)n2C)=C\c1ccccc1	-1	-8	2	2	.	.	.
CC(C)CCN1C(=O)CSCC1(C)C(=O)Nc1ccc2c(c1)OCCO2 (stereo not given)	-1	4	0	-3	11	.	.
N/C(Cc1ccc(Cl)cc1Cl)=N\OC(=O)c1ccccc1	0	-4	0	2	-51	-2	16
Fc1cccc(CN2[C@@H]3CNC[C@H]2C3c2ccc(-c3cccc(F)c3)cc2)c1 (stereo not given in full)	11&0	1&-17	2&7	-8&-53	20&-6	.	.
Cc1ccc(S(=O)(=O)CCC(=O)OCC(=O)NCC(=O)Nc2c(C)cc(C)cc2C)cc1	-1	.	-2	2	2	-14	-3
COCC(=O)N1CCCC(CNS(=O)(=O)c2ccc(OC)cc2)C1 (stereo not given)	1	8	3	-3	33	.	.
Cc1cccc(Nc2ncnc3ccc(Br)cc23)c1	19	9	-2	-2	34	.	.
COc1cccc(-c2cc(=O)c3cc(NC(=O)c4ccccc4)ccc3[nH]2)c1	1	20	.	2	-13	-113	-43
CCC(=O)N1CCC2(CC1)Oc1ccc(F)cc1C(=O)C21CC(c2ccc(Cl)cc2)=NO1 (stereo not given)	1	12	.	-1	16	-6	-11
CC(=O)Nc1ccc(S(=O)(=O)N(C)CC(=O)OCC(=O)NCc2ccco2)cc1	5	3	9	-5	-1	.	.
CN1C[C@@H](O)COC[C@@H]2O[C@H](CC(=O)N3CCN(c4ccccc4)CC3)CC[C@H]21	0	0	-5	11	23	-2	1
CCCCn1c(N)c(N(CC)C(=O)c2ccccc2C)c(=O)[nH]c1=O	-4	-1	-4	2	-20	-2	-1
COc1ccc(OCCSc2ncc(CO)n2C)cc1	-1	2	15	-12	17	-3	9
COc1ccc(C(=O)CCC(=O)NCCc2c[nH]c3ccccc23)cc1	-1	7	-3	-8	2	3	-1
Cc1ccccc1OC(C)C(=O)Nc1ccc2c(c1)OCO2 (stereo not given)	2	.	-2	7	-4	.	.
C[C@H](CO)N1C[C@H](C)[C@H](CN(C)C(=O)CN2CCOCC2)Oc2ncc(/C=C/c3ccccc3)cc2C1=O	-6	.	-8	-23	11	16	-10
C[C@H]1CN([C@@H](C)CO)C(=O)c2c(c3ccccc3n2C)-c2ccccc2CO[C@H]1CN(C)S(=O)(=O)CC(F)(F)F	2	2	0	-1	7	0	-5
C[C@@H]1CN([C@@H](C)CO)C(=O)CCCn2nncc2CO[C@@H]1CN(C)Cc1ccc2c(c1)OCO2	-2	-1	-3	2	7	-4	-4
CCC(=O)N(C)C[C@H]1Oc2cc(-c3ccc(C#N)cc3)ccc2S(=O)(=O)N([C@@H](C)CO)C[C@@H]1C	-1	6	3	8	5	23	-1
C/C=C/c1ccc2c(c1)O[C@H](CN(C)S(C)(=O)=O)[C@H](C)CN([C@@H](C)CO)S2(=O)=O	3	-3	-7	15	2	.	-5
COc1cc(C2CC(=O)Oc3c2c(=O)n(C)c2ccccc32)ccc1O (stereo not given)	16	-1	2	-2	-1	.	.
COc1ccc(-c2nnc(NC(=O)c3ccccc3C)o2)cc1	2	-2	0	-9	4	-8	7
O=C(CCNC(=O)c1ccccc1Cl)Nc1nc(-c2ccc(F)cc2)cs1	1	-4	-1	-1	3	.	.
CC(C)NC(=O)Nc1cccc2c1O[C@@H](CN(C)S(=O)(=O)c1ccc(F)cc1)[C@@H](C)CN([C@@H](C)CO)C2=O	0	-7	1	-1	3	-36	-4
O=C(OCC(=O)N1CCC(c2ccccc2)=N1)c1ccc(Cl)s1	5	10	2	1	2	13	-3
COc1ccc(S(=O)(=O)N(C)CC(=O)Nc2ccc(C)cc2)cc1OC	-2	-15	3	-3	-5	.	.
CCN1CCN(Cc2ccc(NC(=O)c3ccc(C)c(NC(=O)c4ccc5n[nH]nc5c4)c3)cc2C(F)(F)F)CC1	-1	3	.	-9	8	-6	-8
O=C(C[C@H]1CC[C@@H]2[C@H](COC[C@@H](O)CN2Cc2cc(F)ccc2F)O1)NCc1ccc(F)cc1	-2	-1	-1	14	-6	-3	-3
CC(Oc1ccc(F)cc1)C(=O)Oc1ccc(N(C)S(=O)(=O)c2ccccc2)cc1 (stereo not given)	-1	-3	3	1	-10	.	.
CSCc1c(C(=O)N2CCCc3ccccc32)oc2ccccc12	2	6	-4	-1	12	3	0
CO[C@@H](CN(C)C(=O)c1ccccc1F)[C@@H](C)CN([C@H](C)CO)S(=O)(=O)c1ccc(Cl)cc1	2	5	-1	15	-10	-17	0
Cc1ccc(C)c(OCCCCCn2ccnc2)c1	.	2	.	.	.	-23	13
COCC#Cc1cnc2c(c1)C(=O)N([C@H](C)CO)C[C@H](C)[C@@H](CN(C)C(=O)Cc1ccncc1)O2	2	-3	.	3	9	21	-4
C[C@@H]1CN([C@H](C)CO)C(=O)c2cc(C3=CCCC3)cnc2O[C@@H]1CN(C)Cc1ccccn1	-5	.	1	-10	-9	28	-3
C[C@@H]1CN([C@H](C)CO)C(=O)c2cccc(NC(=O)c3ccncc3)c2O[C@H]1CN(C)C(=O)NC1CCCCC1	-4	.	.	2	-7	17	0
CC(C)NC(=O)Nc1ccc2c(c1)C(=O)N([C@H](C)CO)C[C@@H](C)[C@H](CN(C)C(=O)c1ccccc1)OCCCC[C@@H](C)O2	0	.	1	0	-7	9	2
COc1ccc(-c2nc(CN3CCN(C(=O)c4ccco4)CC3)c(C)o2)c(OC)c1C	2	-3	-2	1	-1	1	4
O=C(NCc1cccc(C(F)(F)F)c1)c1csc(COCCO)n1	.	7	-4	2	7	-2	-5
Cn1c(=O)[nH]c(=O)c2c1nc(CN1CCN(c3cccc(Cl)c3)CC1)n2CCCc1ccccc1	5	9	.	0	12	45	-3
Nc1[nH]ncc1S(=O)(=O)c1ccccc1	2	0	-1	0	10	-2	4
CCc1nc2ccc(C(=O)NCc3ccc(OC)cc3)cn2c1N(CC)CCOC	-3	-4	-1	-2	-1	14	-5
COc1ccccc1CNC(=O)COC(=O)c1cnccn1	1	.	-1	0	-11	0	0
Cc1ccc(Oc2ccc(Cl)cc2NC(=O)c2cnccn2)cc1	.	.	.	.	7	4	-9
CC(C)(CC(=O)O)CC(=O)Nc1ccc2c(c1)ncn2CCc1ccccc1	3	4	-3	0	9	9	-2
COc1cccc(C2c3cc4c(cc3OC(NNC(N)=O)C2C)OCO4)c1O (stereo not given)	2	9	1	-12	10	.	.
C[C@H](CO)N1C[C@H](C)[C@H](CN(C)S(=O)(=O)c2cn(C)cn2)Oc2ccc(NC(=O)Cc3ccccc3)cc2CC1=O	.	.	.	.	5	-4	1
COc1ccccc1S(=O)(=O)Cc1ccc(C(=O)NC2CCCCC2)o1	.	4	.	.	.	-15	16
COc1cc(C2C(C#N)=C(C)NC3=C2C(=O)CC(C)(C)C3)cc(OC)c1O (stereo not given)	34	.	-9	-1	-15	6	4
COc1ccc(S(=O)(=O)N(C)C[C@H]2OCCCC[C@H](C)Oc3ccc(NC(=O)Nc4ccc(F)cc4)cc3C(=O)N([C@@H](C)CO)C[C@H]2C)cc1	0	4	15	-13	2	7	1
COc1ccc(CNC(=O)c2cccnc2SC)cc1OC	-2	1	-8	0	-5	.	.

(list continues)
SMILES	Casp6 inh	FN deposit inh	SIRT5 block	S100A4 MyoIIA	LGR2 antag	Statin myotox sup	esBAF inh
C[C@@H]1CN([C@H](C)CO)C(=O)Cc2cc(NS(=O)(=O)c3ccccc3)ccc2O[C@H]1CN(C)S(=O)(=O)c1cn(C)cn1	-1	.	-2	-37	-2	4	0
CCC(=O)N1CCCCN2[C@H](CO)[C@H](c3ccc(C#Cc4ccccc4F)cc3)[C@@H]2C1	-2	.	-2	-11	-13	-22	4
COCCc1ccc(OC2(C)CCN(Cc3cccn3-c3nccs3)C2)cc1 (stereo not given)	2	3	.	0	.	-17	-7
CC(=O)Nc1ccc(NCC(=O)c2ccccc2)cc1	3	-1	-1	-6	-8	-9	14
COc1cc(OC)cc(C(=O)Nc2cccc3c2CCCC3)c1	0	-3	-8	9	10	-1	-2
CSc1sc(C(=O)N2CCCCC2)c(-c2cccs2)c1C#N	1	0	-2	-7	.	7	-2
Cc1ccc(NS(=O)(=O)c2ccc(Cl)c(C(=O)O)c2)cc1S(=O)(=O)N1CCOCC1	0	4	1	-6	6	.	.
CCOc1ncccc1C(=O)NCC1COc2ccccc2O1 (stereo not given)	.	-3	.	.	.	0	-6
CNC[C@H]1Oc2ccc(NC(=O)Nc3ccc4c(c3)OCO4)cc2CC(=O)N([C@H](C)CO)C[C@@H]1C	1	-6	2	-19	-20	2	-4
Cc1cccc(C)c1NC(=O)C1(C)CCC(=O)N1C1CCN(Cc2ccccc2)CC1 (stereo not given)	0	-3	1	-1	6	7	-7
CC(C)Cc1nc2oc3c(=O)[nH]cnc3c2c2c1CCC2	.	-8	.	.	.	-2	2
CC1(C)Cc2c(cnn2-c2ccc(F)cc2)C(NC(=O)CN2CCCCC2=O)C1 (stereo not given)	-3	-1	-4	-2	-3	6	-5
C[C@@H]1CN([C@@H](C)CO)C(=O)c2ccccc2-c2ccccc2CO[C@@H]1CN(C)S(=O)(=O)c1ccc([N+](=O)[O-])cc1	1	-9	6	67	18	.	.
Cc1cccc(C(=O)NCC(=O)N(C)CC(=O)Nc2ccc(N3CCOCC3)cc2)c1	4	.	-1	-1	6	-8	6
C[C@@H]1CN([C@H](C)CO)C(=O)c2c(c3ccccc3n2C)-c2ccccc2CO[C@@H]1CN(C)S(=O)(=O)c1ccccc1	-2	21	0	4	2	23	-1

Bioassay records: PubChem BioAssay, Broad Institute
